D3 antag: blocks the human D3 dopamine receptor; D3R cells, DiscoveRx beta-arrestin luminescence, antagonist mode; hits give low values; max response, negative = inhibition, %; actives 2.5% (n = 360,000); AID 652054; in the data active means max response below about -50%; inconclusive means no clear call, values can overlap the other calls; further: on the % scale 0 is the no-effect control and ±100 the full control effect; mostly tested at two doses, the higher about 12 µM
Target sequence (P35462 whole entry, looked up): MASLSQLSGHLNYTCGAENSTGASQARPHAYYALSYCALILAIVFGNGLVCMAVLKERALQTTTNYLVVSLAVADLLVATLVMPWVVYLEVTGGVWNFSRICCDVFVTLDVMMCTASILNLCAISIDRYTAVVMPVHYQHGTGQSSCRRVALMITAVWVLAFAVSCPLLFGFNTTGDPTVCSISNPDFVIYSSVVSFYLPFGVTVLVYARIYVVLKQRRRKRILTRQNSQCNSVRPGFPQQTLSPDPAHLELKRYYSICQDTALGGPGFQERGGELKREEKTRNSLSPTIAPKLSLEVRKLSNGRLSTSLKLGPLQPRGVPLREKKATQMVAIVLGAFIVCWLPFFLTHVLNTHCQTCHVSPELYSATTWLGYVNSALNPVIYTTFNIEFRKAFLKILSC
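Cells plated overnight at 1500 cells/well, then exposed to library compounds with dopamine controls for 90 minutes at 37 degrees C. DiscoveRx reagent added for 30–60 minutes at room temperature; luminescence read, quantitative HTS format.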
D3 ag: agonists of human D3 dopamine receptor. actives 0.58% (n = 410,000). AID 652048. D3R DiscoveRx beta-arrestin cells, luminescence, 90 min. max activation, %; in the data active means max activation above about 30%; further: 0% is about no effect; mostly tested at two doses, the higher about 12 µM
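Agonist-mode cell screen: cells plated at 1500/well and incubated overnight at 37 °C, then exposed to library compounds for 90 min at 37 °C. Detection reagent was added for 30–60 min at room temperature, and luminescence was read.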
GLP-1R agonist: activates the human GLP-1 receptor; HEK293 GLP-1R CRE-luciferase, luminescence, 4-6 h; cells express a hypersensitive GLP-1R form; Potency, µM (doses to about 45.6 µM), for the others: at the highest dose activation, actives largely listed as activators; P43220; AID 624172; actives 0.007% (n = 380,000); further: potency means the concentration at half of the fitted maximal effect; % of control where 0% means no effect
PTHR1 ag: activates the human parathyroid hormone receptor PTHR1; actives 0.075% (n = 410,000); HEK293 GP2 PTHR1 cells, GloSensor cAMP luminescence, 1 h; Potency, µM (doses to about 115 µM), for the others: at the highest dose activation, usual class: activators; AID 743266; further: potency means the concentration at half of the fitted maximal effect; nearly all actives have a fitted effect of over 55% in size; some results filed as inactive show a strong effect at the top dose; inactives centre near -15; many of its hits are not listed in these tables
Target sequence (Q03431 whole entry, looked up): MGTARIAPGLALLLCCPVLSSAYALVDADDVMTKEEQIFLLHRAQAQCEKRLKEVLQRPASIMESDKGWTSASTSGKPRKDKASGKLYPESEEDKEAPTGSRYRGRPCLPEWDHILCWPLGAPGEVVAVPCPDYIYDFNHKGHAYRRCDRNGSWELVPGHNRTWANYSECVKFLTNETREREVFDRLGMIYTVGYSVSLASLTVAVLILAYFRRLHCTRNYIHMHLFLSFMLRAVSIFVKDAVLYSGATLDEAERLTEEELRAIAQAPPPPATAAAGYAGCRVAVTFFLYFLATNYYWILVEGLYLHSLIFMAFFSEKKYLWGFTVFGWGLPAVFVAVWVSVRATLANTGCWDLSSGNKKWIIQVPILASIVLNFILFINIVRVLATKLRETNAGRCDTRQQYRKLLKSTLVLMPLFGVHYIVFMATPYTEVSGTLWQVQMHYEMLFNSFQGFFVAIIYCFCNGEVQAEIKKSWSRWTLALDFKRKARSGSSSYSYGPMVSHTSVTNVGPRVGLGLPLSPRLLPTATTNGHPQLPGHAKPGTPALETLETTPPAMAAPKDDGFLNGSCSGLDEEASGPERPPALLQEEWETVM
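HEK-293-derived GP2 cells expressing PTHR1 and a GloSensor cAMP reporter, 3,000/well, plated overnight, given luciferin plus IBMX (each 0.5 mM as added) for 1 h at 37 °C, then compound for 1 h at 37 °C. Luminescence was read after 15 min at room temperature.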
HEK293 tox: cytotoxicity counter-screen for GLP-1 receptor inverse agonists; HEK293 cAMP-luciferase reporter cells, luminescence, 24 h; Potency, µM (titrated, usually from 38.3 µM), for inactives: at the highest dose activity change, negative = inhibition, hits mostly inhibitors; actives 0.13% (n = 410,000); AID 624418;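 further: loss of luciferase light is scored as toxicity; potency means the concentration at half of the fitted maximal effect; on the % scale 0 is the no-effect control and ±100 the full control effect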
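MLSMR compounds, 24 hr on cells at 37 deg C/5% CO2; luminescence after luciferase reagent (12 min RT). Inhibition counted as the undesired cytotoxic outcome.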
aSyn yeast inh: inhibitors of alpha-synuclein toxicity in yeast; Yeast expressing alpha-synuclein, growth rescue, BacTiter-Glo, 24 h; Potency, µM (titrated, usually from 46.1 µM), for the others: at the highest dose growth rescue (activation), hits mostly activators; actives 0.14% (n = 370,000); AID 652106; further: potency means the concentration at half of the fitted maximal effect; % of control where 0% means no effect; nearly all actives have a fitted effect of over 65% in size
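Readout is rescue of growth in alpha-synuclein-expressing yeast, so inhibitors of toxicity appear as activators. Growth after 24 hr at 30 deg C in galactose medium is quantified by luminescence.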
KB-V1 cytotox: kills drug-selected multidrug resistant KB-V1 cells. KB-V1 MDR cells viability, CellTiter-Glo, 72 h. Potency, µM (doses to about 46.1 µM), for the others: top-dose activity change, negative = cytotoxicity, usual class: cytotoxic. actives 3.4% (n = 400,000). AID 1347076; further: potency means the concentration at half of the fitted maximal effect; on the % scale 0 is the no-effect control and ±100 the full control effect; nearly all actives have a fitted effect of over 60% in size
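Cytotoxicity via CellTiter-Glo luminescence after 72 h compound exposure at 37 degrees C. Cells: drug-selected KB-V1 line, DMEM phenol-red free plus 10% FBS. Compounds tested at multiple concentrations; normalized data fitted to concentration-effect curves.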
GLP-1R inv ag: GLP-1 receptor (human) inverse agonism | P43220 | HEK293 GLP-1R CRE-luciferase, luminescence, 24 h; GLP-1R form is constitutively active | Potency, µM (series often up to 38.3 µM), without a hit: at the highest dose activity change, negative = inhibition, actives largely listed as inhibitors | actives 1.6% (n = 410,000); further: potency means the concentration at half of the fitted maximal effect; on the % scale 0 is the no-effect control and ±100 the full control effect; nearly all actives have a fitted effect of over 55% in size
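Cells are plated, allowed 12 hours at 37 deg C, then treated with compounds for 24 hr before luciferase detection reagent is added and luminescence is read after 12 min at room temperature. The HEK293 line carries constitutively active GLP-1R with a cAMP-responsive reporter.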
TDP-43 yeast inh: rescues yeast growth from TDP-43 toxicity. TDP-43 expressing yeast growth rescue, BacTiter-Glo, 24 h. Potency, µM (series often up to 46.1 µM), for the others: at the highest dose growth rescue (activation), hits mostly activators. actives 1.8% (n = 410,000). AID 652104; further: potency means the concentration at half of the fitted maximal effect; % of control where 0% means no effect; nearly all actives have a fitted effect of over 50% in size
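Luminescence from BacTiter-Glo reports growth of TDP-43-expressing yeast after 24 hr at 30 deg C with compound. Cells were raffinose-pregrown to mid-log, then seeded in galactose medium at OD600=0.02.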
* = called active by the depositor; i = inactive; ? = inconclusive; · = not tested or not shown; & = joins results of further samples; [ ] = another dose, or the depositor's remark. Unless noted, the call rests on the fitted dose curve; in most records, active means well fitted curve in the direction sought with a large enough effect; inconclusive means small, poorly fitted or top-dose-only effect, or another doubt; inactive means no such curve, though single readings can be large; an effect the other way counts as inactive or inconclusive. Only part of the results is shown. The share of hits here may be higher or lower than overall.

SMILES	D3 antag	D3 ag	GLP-1R agonist	PTHR1 ag	HEK293 tox	aSyn yeast inh	KB-V1 cytotox	GLP-1R inv ag	TDP-43 yeast inh
NC(=O)CC(NC(=O)Cc1ccc(Br)cc1)c1ccc(N2CCc3ccccc3C2)c([N+](=O)[O-])c1 (stereo unspecified)	-30	-41	0%	-5%	-18%	-3%	14%	-20%	8%
O=C(NCC1CCCO1)c1ccc2c(c1)N(Cc1ccc(Cl)cc1)CCS2 (stereo unspecified)	-1	-9	8%	-17%	-17%	5%	?	10µM*	19%
CC(C)(C)c1ccc(C2NC(=O)c3n[nH]c(-c4cccs4)c32)cc1 (stereo unspecified)	·	2	·	i	-16%	·	·	19%	?
Cc1cc(C)n2nc(C(=O)OCCOc3ccc(F)cc3)nc2n1	19	-1	0%	-11%[57.5 µM]	3%	9%	25%	1%	11%
O=C(CC1C=CCC1)Nc1ccccc1 (stereo unspecified)	-1	4	15%	i	2%	7%	0%	-20%	8%
CCn1nc2cc(C(=O)NCCc3cccs3)ccc2c1OC	4	-6	-5%	-25%	6%	4%	-8%	-26%	8%
COC(=O)c1ccc(OCC2NCCc3cc(OC)c(OC)cc32)cc1 (stereo unspecified)	-16	-9	-9%	-16%	2%	2%	-19%	1%	-3%
COc1cccc(-n2c(Cn3nc(C(F)F)cc3C(F)F)n[nH]c2=S)c1	0	-3	7%	i	-22%	-2%	7%	8%	-15%
O=C(Nc1ccccn1)c1ccc(-c2ccccc2)cc1	5	3	-1%	-38%[inhibitor]	-6%	-11%	-17%	?	?
CCC(=O)N1c2ccccc2CC1C(=O)NCc1cc(OC)ccc1OC (stereo unspecified)	·	1	·	i	16%	·	8%	5%	8%
CCn1cc(C(=O)OCC(=O)c2cc(C)n(-c3cccc(C(F)(F)F)c3)c2C)c(=O)c2ccc(C)nc21	-16	2	21%	-29%	?	2%	23µM*	?	0%
CNC(=O)COc1ccc(S(=O)(=O)Nc2ccccc2)cc1	-9	1	7%	-2%	-8%	-5%	-1%	11%	-12%
CCCSc1nc2sc3c(c2c(=O)[nH]1)CC(C)CC3 (stereo unspecified)	15	2	15%	-1%	-6%	5%	7%	-1%	-3%
COc1cccc(C(=O)NC(=S)Nc2cccnc2)c1	6	3	0%	-2%	-19%	2%	11%	6%	16%
CC(c1nnc(SCC(=O)c2c(N)n(C)c(=O)n(C)c2=O)n1-c1ccc(Cl)cc1)N(C)C (stereo unspecified)	7	1	0%	-5%[57.5 µM]	6%	1%	3%	1%	-18%
CNS(=O)(=O)c1cccc(C(=O)NNC(=O)c2ccc(COc3ccccc3)cc2)c1	-5	1	15%	-14%	-1%	0%	2%	-13%	-5%
Cc1cc(NC(=O)CCC(=O)N(c2ccccc2C)C(C(=O)NC2CCCC2)c2ccccc2)no1 (stereo unspecified)	-14	-11	6%	23%	?	0%	-22%	-3%	-23%
O=C(NC1CC2CCCC(C1)N2S(=O)(=O)c1ccccc1)c1ccco1 (stereo unspecified)	-20	-6	-1%	i	8%	3%	0%	-11%	0%
Cc1cccc(N2CCN(C(=O)C3CCN(S(=O)(=O)c4cnc[nH]4)CC3)CC2)c1C	1	3	4%	-10%	-14%	-3%	17%	7%	6%
Cc1ccccc1N1C(=O)CC1(C#N)c1ccc(OCc2ccccc2)cc1 (stereo unspecified)	0	-17	14%	-9%	7%	-3%	?	?	5%
O=C(O)c1cc(NC(=O)c2ccccc2[N+](=O)[O-])ccc1O	-3	-3	0%	-55%[inhibitor]	10%	2%	-1%	11%	-18%
COCc1cccc(NC(=O)Cc2cccc3ccccc23)c1	-19	-3	6%	-18%	5%[7.66 µM]	0%	-20%	-32%[7.66 µM]	-2%[9.22 µM]
COc1ccc(NC(=S)NN2CCN(C)CC2)cc1OC	14	1	-14%	i	-8%	1%	-1%	20%	15%
Oc1c(Br)cc(Br)cc1/C=N/Nc1ccc(Cl)nn1	-68*	-17	1%	-1%	-26%	?	-17%	7%	0%
CC12CC3OC3CC1CCC1C2CCC2(C)C1CCC21OCCO1 (stereo unspecified)	-28	-1	1%	i	15%	4%	15%	6%	-2%
Cc1ccc(NC(=O)c2ccccc2NC(=O)Cc2ccccc2)cc1	3	6	14%	-7%	-15%	1%	?	?	-6%
O=C(C1CC(=O)N(c2ccc(F)c(Cl)c2)C1)N1CCOCC1 (stereo unspecified)	0	2	-6%	i	4%	5%	-1%	16%	11%
CCS(=O)(=O)c1ncc(Cl)c(C(=O)Nc2ccc(C)cc2)n1	-130*	-20	-15%	-27%	?	10%	-10%	?	·
O=[N+]([O-])c1ccc(NC(=S)NCCc2ccc(Cl)cc2)cc1	13	1	-14%	-37%[inhibitor]	?	-34%[inhibitor]	16µM*	-4%	-88%[inhibitor]
Fc1ccc(/C=N/n2c(C3CCCCC3)n[nH]c2=S)cc1	2	-1	11%	i	-10%	-11%	1%	-27%	?
CC1(C(=O)NCc2ccccc2)CN(S(C)(=O)=O)CC(=O)N1C1CCN(Cc2ccccc2)CC1 (stereo unspecified)	-22	-12	·	-15%	-11%	0%	-10%	6%	10%
CC(C)(C)SCCNC(=O)CSc1ccccc1	-10	2	2%	-2%[57.5 µM]	-14%	7%	26%	-8%	-12%
O=C(/C=C/c1ccc(F)cc1)c1ccccc1Br	?	-4	-13%	-43%[inhibitor]	-13%	?	?	?	16µM*
Cc1cc(NCC2CCCO2)n2c(nc3ccccc32)c1C#N (stereo unspecified)	28	-4	3%	i	49%[activator]	-5%	-26%	-1%	-17%
COc1cc(NC(=O)c2c(Cl)cnn2C)c(OC)cc1Cl	0	1	5%	-2%	9%	-2%	3%	78%[activator]	7%
CCOc1ccccc1NC(=O)C(Sc1nnc2ccccn12)c1ccccc1 (stereo unspecified)	3	1	0%	i	-4%	11%	?	3%	22%
N#Cc1sc2nc(C3CC3)cc(-c3ccc(Cl)cc3)c2c1N	-2	-1	6%	-17%	253%[activator]	-6%	0%	?	-3%
CC[n+]1cccc(-c2nc3ccccc3s2)c1	2	4	-7%	-4%	2%	-1%	-4%	-17%	15%
O=C(O)CSc1nnc2c(n1)[nH]c1ccccc12	2	5	1%	i	-11%[7.66 µM]	-1%	-35%	4%[7.66 µM]	21%[9.22 µM]
COc1ccc(CCNC(=O)c2cnc(C)cn2)cc1	16	1	6%	i	-11%	7%	10%	17%	19%
Cc1ccc(C(=O)NCC(=O)N(C)CC(=O)Nc2c(Cl)cccc2Cl)s1	-25	-19	-1%	i	13%	-3%	-14%	-13%	-17%
Cc1cc(OC(=O)c2ccc(OC(C)C)cc2)c([N+](=O)[O-])c(=O)[nH]1	-6	-9	-6%	-5%	0%	-7%	-2%	14%	22µM*
CCc1nc2ccc(C(=O)NCc3ccc(C)o3)cc2nc1CC	-3	4	12%	-16%	-3%	11%	-13%	6%	?
Cc1ccc(NC(=O)COC(=O)c2ccc(Cl)nc2)cc1S(=O)(=O)N1CCCCC1	8	5	1%	-18%	6%	-6%	?	10%	8%
OCCN(CCO)c1ccc(C(c2ccccc2Cl)c2ccc(N(CCO)CCO)cc2Cl)c(Cl)c1	-16	2	-5%	-10%	?	17%	6%	5µM*	?
Cc1ccc(N2CC(C(=O)OCC(=O)Nc3ccccc3F)CC2=O)cc1 (stereo unspecified)	-14	2	0%	-4%	10%	-9%	-28%	3%	7%
Cc1c(C)c2c(OCC(=O)N3CCC[C@H]3C(=O)O)cc3c(c2oc1=O)CCC(C)(C)O3	10	2	0%	-10%	1%	2%	-5%	5%	5%
CCOC(=O)c1c(S(=O)(=O)NCC(=O)NCc2ccccc2)c(C)n(C)c1C	39	0&6	2%	-7%	-22%&-1%	1%	-6%&18%	-4%&11%	16%&7%

Pulled by compound from the entries so far (3):
SMILES	D3 antag	D3 ag	GLP-1R agonist	PTHR1 ag	HEK293 tox	aSyn yeast inh	KB-V1 cytotox	GLP-1R inv ag	TDP-43 yeast inh
Cc1ccc(N2CC(C(=O)OCC(=O)Nc3ccccc3F)CC2=O)cc1 (stereo unspecified)	-14	2	0%	-4%	10%	-9%	-28%	3%	7%
OCCN(CCO)c1ccc(C(c2ccccc2Cl)c2ccc(N(CCO)CCO)cc2Cl)c(Cl)c1	-16	2	-5%	-10%	?	17%	6%	5µM*	?
CC[n+]1cccc(-c2nc3ccccc3s2)c1	2	4	-7%	-4%	2%	-1%	-4%	-17%	15%

Going on with the list.
SMILES	D3 antag	D3 ag	GLP-1R agonist	PTHR1 ag	HEK293 tox	aSyn yeast inh	KB-V1 cytotox	GLP-1R inv ag	TDP-43 yeast inh
CC1(C)CC(=O)C2=C(C1)N(CCN1CCOCC1)C1=C(C(=O)CC(C)(C)C1)C2c1cccc(F)c1	-9	-2	-6%	-26%	235%[activator]	0%	1%	-12%	-3%
CCC(C)NC(=O)CN(c1ccc2c(c1)OCO2)S(=O)(=O)c1c(C)n[nH]c1C (stereo unspecified)	9	4	-7%	-4%	-29%	7%	10%	6%	12%
O=C(NCCSc1ccccn1)c1ccc(Cl)cc1	-4	-8	12%	-41%[inhibitor]	-1%	7%	0%	-22%	-5%[9.22 µM]
O=C(O)c1ccc2c(c1)C(=O)N(Cc1ccco1)C2=O	-4	-2	0%	48%	-4%	-5%	?	6%	-16%
Nc1ncc([N+](=O)[O-])cc1Br	9	-3	-4%	i	6%	4%	0%	11%	23%
COC(=O)c1ccc(-c2noc(CN(C)CC3CCCCO3)n2)cc1 (stereo unspecified)	4	-3	10%	-35%[inhibitor]	0%	3%	-19%	-35%	-13%
COC(=O)c1cnn(-c2nc(-c3ccccc3)cs2)c1N	11	-2	11%	-2%	8%	3%	1%	26%	?
Cc1cccnc1CCNCc1c(C(=O)N2C[C@@H](C)O[C@@H](C)C2)nc2ccc(Cl)cn12	-63*	-10	8%	i	2%	1%	?	4%	-4%

Source: PubChem
